# High-throughput results as filed in PubChem BioAssay.
# ABHD4 inh = ABHD4 (mouse) inhibition, primary FP screen; Q8VD66; purified mABHD4, FP-Rh probe fluorescence polarization; inhibition, % at 8.92 µM; 0.54% of 370,000 active;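 active = inhibition exceeding the mean over every tested compound plus 3 SD, cut at about 30% in these data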;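 also: 0% = plate median of compound wells and 100% = S159A mutant with DMSO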
# Target sequence (Q8VD66 whole entry, looked up): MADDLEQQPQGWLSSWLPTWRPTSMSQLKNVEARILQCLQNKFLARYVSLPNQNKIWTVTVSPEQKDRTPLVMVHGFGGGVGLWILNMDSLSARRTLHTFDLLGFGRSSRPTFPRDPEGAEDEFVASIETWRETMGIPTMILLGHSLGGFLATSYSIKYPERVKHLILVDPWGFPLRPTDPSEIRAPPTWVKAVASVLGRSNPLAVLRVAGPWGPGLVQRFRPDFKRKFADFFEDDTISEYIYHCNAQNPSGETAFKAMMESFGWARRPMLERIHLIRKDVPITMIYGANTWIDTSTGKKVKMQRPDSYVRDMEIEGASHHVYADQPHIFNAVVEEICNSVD
#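 System: mouse ABHD4 enzyme, wild type / Medium: HEPES pH 7.0, NaCl, Pluronic buffer / Reagent: FP-Rh activity-based fluorescent probe / Control set: S159A mutant high control, sample median low control / Detection: fluorescence polarization with parallel and perpendicular emission, 525/598 nm / Schedule: 45 min + 60 min at 25 °C / Compound dosing: 8.92 µM, single dose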
# Tn7 DDE FP = disrupts Tn7 cyclic peptide binding to fibrin D-Dimer-E complex; P02675; FP displacement of FITC-Tn7 peptide from fibrin DD(E); 0% = median of compound wells per plate; inhibition, % at 8.3 µM; 0.13% of 370,000 active; AID 720508;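 active = inhibition above the mean of compounds falling within the control limits plus 3 SD of them, cut at about 14% in these data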;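 also: 0% = plate median of compound wells and 100% = 10 µM Aha-Tn7 peptide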
#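 assay system = human clot-derived fibrin DD(E) complex | quantity = Fibrin-DD(E) at 2 µM final | timing = 10 min preincubation, 3 h with tracer, room temperature | signal = fluorescence polarization | measure = percent inhibition | benchmarks = high control wells with 10 µM unlabelled Aha-Tn7 peptide (full inhibition) | replicates = singlicate testing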
# PRMT1 inh = blocks human protein arginine methyltransferase 1 | Q99873 | recombinant PRMT1, activity-based probe fluorescence polarization | inhibition, % at 2.79 µM | 1.3% of 370,000 active | AID 652257;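 active = inhibition above about 21% made by adding two undisclosed values, limit read from the data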
# Target sequence (Q99873 whole entry, looked up): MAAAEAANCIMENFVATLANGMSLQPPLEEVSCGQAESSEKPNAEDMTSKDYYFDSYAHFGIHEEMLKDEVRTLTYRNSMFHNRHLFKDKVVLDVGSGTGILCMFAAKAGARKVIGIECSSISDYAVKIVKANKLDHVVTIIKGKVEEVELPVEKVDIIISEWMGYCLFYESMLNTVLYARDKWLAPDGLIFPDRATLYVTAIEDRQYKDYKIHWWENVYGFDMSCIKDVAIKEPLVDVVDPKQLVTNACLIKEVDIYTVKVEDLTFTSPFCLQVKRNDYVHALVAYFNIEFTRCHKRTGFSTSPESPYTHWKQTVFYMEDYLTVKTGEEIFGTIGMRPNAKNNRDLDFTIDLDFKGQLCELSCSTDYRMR
# SIAE primary = blocks human sialic acid acetylesterase; SIAE FP-Rh probe binding, fluorescence polarization; inhibition, % at 9.66 µM; 0.69% of 370,000 active;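 active = inhibition above a cutoff: mean of compounds within the control limits plus 3 SD of those, cut at about 17% in these data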;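 also: 0% = plate median of compound wells and 100% = probe without SIAE protein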
# PG9 binder = binds the HIV-1 gp120 antibody PG9 | TR-FRET gp120-PG9 antibody binding | inhibition, % at 6.7 µM | 0.43% of 360,000 active; in the data active = inhibition above about 8.5%
# LEDGF integ inh = blocks HIV-1 LEDGF/p75-dependent DNA integration; TR-FRET IN-LEDGF/p75 DNA integration, Eu/Cy5; inhibition, % at 3.7 µM; 0.64% of 370,000 active; AID 743269;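 active = inhibition above the screen-wide mean plus 3 SD, cut at about 13% in these data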;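 also: signal is the Cy5 over europium emission ratio at 671 and 618 nm; 0% = plate median of compound wells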
# TCR-CD3 inh = blocks the human TCR-CD3 interaction. inhibition, % at 9.4 µM. AID 651800. 0.37% of 360,000 active. TAMRA-labeled TCR probe fluorescence, biochemical; in the data active = inhibition above about 19%;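 also: recombinant mutant TCR 2C K166C tagged with TAMRA read by polarization; 0% = receptor in buffer alone and 100% = receptor with positive control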
# TDP2 absorb = blocks human TDP2 phosphodiesterase activity; O95551; recombinant TDP2, T5PNP hydrolysis, p-nitrophenol absorbance 415 nm; inhibition, % at 12.8 µM; 0.34% of 370,000 active; AID 720702;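 active = inhibition above the mean of all tested compounds plus 3 SD, set per campaign, cut at about 25% in these data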;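 also: 0% = DMSO with enzyme and 100% = buffer with substrate but no TDP2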
# Target sequence (O95551 whole entry, looked up): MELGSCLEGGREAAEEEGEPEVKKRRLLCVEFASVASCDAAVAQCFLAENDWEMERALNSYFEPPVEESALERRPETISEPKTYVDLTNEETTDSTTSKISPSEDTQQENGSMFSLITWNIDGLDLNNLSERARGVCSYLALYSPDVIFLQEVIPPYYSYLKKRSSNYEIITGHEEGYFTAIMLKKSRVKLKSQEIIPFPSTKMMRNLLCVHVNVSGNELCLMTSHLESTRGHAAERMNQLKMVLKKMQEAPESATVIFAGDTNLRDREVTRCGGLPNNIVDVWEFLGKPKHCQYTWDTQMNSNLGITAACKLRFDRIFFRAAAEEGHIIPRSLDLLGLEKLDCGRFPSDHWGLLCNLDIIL
#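 Evaluation: % inhibition relative to enzyme-containing and enzyme-free wells. Material: recombinant human TDP2. Benchmarks: enzyme-free and DMSO wells. Timing: enzyme reaction with compound for 2 h at 37 °C. Compound dosing: 12.8 µM only. Measured by: p-Nitrophenol epi absorbance. Reagent: T5PNP substrate at 5 mM, a TopII-DNA adduct mimic. Replication: single well per compound.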
# HTRA1 inhibitor = HTRA1 (human) protease inhibition | Q92743 | inhibition, % at 5.96 µM | AID 504803 | 0.5% of 340,000 active | recombinant HTRA1, FP-rhodamine activity-based probe, fluorescence polarization; in the data active = inhibition above about 36%;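 also: 0% = enzyme with DMSO and 100% = wells lacking enzyme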
# UHRF1 MBD2 ctr = human UHRF1 methylated DNA binding inhibitors; Q96T88; UHRF1 binding to methylated oligo, TR-FRET; inhibition, % at 4.4 µM; 0.75% of 370,000 active; in the data active = inhibition above about 21%;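 also: UHRF1 SRA domain binding a hemimethylated CpG hairpin DNA probe; 0% = median of test compound wells and 100% = reference inhibitor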
# Active calls of the source: *; · = not tested or not shown.
SMILES	Tn7 DDE FP	TCR-CD3 inh	PRMT1 inh	LEDGF integ inh	ABHD4 inh	TDP2 absorb	PG9 binder	HTRA1 inhibitor	SIAE primary	UHRF1 MBD2 ctr
CC(C)C[C@@H]1O[C@H](C(C)C)Cc2[nH][nH]c(=O)c21	-3	-5	0	-2	1	0	-1.1	·	1	-5
COc1ccc(C(=O)Nn2c(CC(C)C)nc3cc(Cl)ccc3c2=O)c(OC)c1	-2	-5	1	2	-7	-21	-3.7	-12	-1	3
O=C(CN1CCN(C(=O)CNC(=O)c2ccc3c(c2)OCO3)CC1)Nc1ccc(F)cc1	-4	0	-2	-2	2	-1	-0.6	3	4	6
COc1ccc(CCNC(=O)CN(C2CCCCC2)S(C)(=O)=O)cc1OC	-2	-4	1	-1	3	10	-1.9	-13	0	2
c1ccc(CSc2nnc(-c3ccccn3)n2-c2ccccc2)cc1	-3	12	0	-1	-6	5	-0.3	2	-4	1
COc1ccc(OCc2nn3c(-c4ccccc4)nnc3s2)cc1	-2	·	-1	1	-3	-3	·	·	10	1
CCOCc1nnc(NC(=O)C2CC(=O)N(C3CCCC3)C2)s1 (configuration not stated)	5	-1	5	-8	2	-5	-1.4	-119	3	3
Cc1cccc(OCC(=O)N/N=C\c2cccn2C)c1C	-2	6	-2	3	-6	-3	-2.1	-3	-4	-3
Nc1cccnc1Sc1cc(Cl)cc(Cl)c1	4	8	62*	4	1	0	-3.2	-6	-6	-7
CCOc1cc(NC(=O)c2ccco2)c(OCC)cc1NC(=O)CCc1ccccc1OC	10	-5	1	15*	5	7	-2.3	-2	3	-1
COc1ccc(NC(=O)c2cc(C3CCCCN3S(=O)(=O)c3cn(C)cn3)on2)c(C)c1 (configuration not stated)	3	11	0	3	2	-6	1.3	·	-3	-1
CCCC(=O)NC(=S)Nc1ccccc1C(=O)OC	-6	6	1	2	2	2	-0.3	2	-3	1
COc1ccccc1CCNC(=O)C1CCCO1 (configuration not stated)	-3	0	2	-4	4	10	2.5	9	-4	-2
Cc1cc(C)cc(C(=O)NCC(=O)OCC(=O)NCC(F)(F)F)c1	6	-4	1	-9	1	-6	0.6	-1	-4	3
Cc1c(/C=N/NC(=O)COc2ccccc2[N+](=O)[O-])c2ccccc2n1C	-1	0	1	-1	10	-11	-1.5	1	5	3
CN(C)c1nccc(N(Cc2ccccc2)Cc2ccccc2)c1C#N	-8	8	-2	-1	-17	-3	-2.0	-21	4	-2
CCOc1ccc(Br)cc1CC(=O)O	0	10	2	0	1	3	0.1	4	6	1
COc1ccc(CCN2CCCC(CN(C)C(=O)c3ccoc3C)C2)cc1 (configuration not stated)	-5	-3	0	-1	-5	4	-1.6	0	-2	1
Cc1cc(NC(=O)CN2CCCC(C)C2)no1 (configuration not stated)	-3	-1	3	-5	12	-2	-2.5	0	9	3
CN1C2C=CC(=O)C1C1C(=O)N(c3ccccc3)C(=O)C12 (configuration not stated)	1	-4	28*	0	-1	6	-0.5	·	1	0
CCOC(=O)c1sc2nc(C)c3c(c2c1N)CC(C)(C)OC3	1	1	2	0	-4	5	3.9	0	-2	1
CCOC(=O)CNC(=O)N1c2ccccc2Sc2ccccc21	-14	-2	0	2	5	3	-1.5	-8	-1	4
Cc1ccc(C(=O)Nc2nnc(-c3ccco3)o2)cc1C	-1	0	1	2	2	-8	-2.6	5	-8	2
COc1ccccc1Cc1nc(-c2ccc(Br)o2)no1	1	6	7	-2	-5	-5	-1.7	-29	9	0
O/N=C/C1=C(Cl)c2ccccc2CC1	-1	-1	-2	2	-10	-14	-4.5	-4	1	0
COc1ccc(C(=O)O)cc1NCc1ccc(C)s1	11	2	-1	0	-2	6	-0.3	3	6	16
O=C(CN1C(=O)S/C(=C\c2ccc(F)cc2)C1=O)Nc1cccc(S(=O)(=O)NCc2ccco2)c1	3	5	-1	-2	-36	27*	-0.3	-20	1	-3
O=C(CSc1ncnc2c1cnn2-c1ccc(F)cc1)NCC1CCCO1 (configuration not stated)	-2	2	1	-1	-2	-5	-0.8	3	-1	-1
Cc1ccc2c(c1)N(CCCC(=O)NCc1cccnc1)C(=O)CO2	1	5	0	-1	2	-8	1.2	-172	-15	0
COc1ccc(/C=C/C(=O)c2ccc(OC)cc2OC)cc1	6	5	0	3	6	-10	0.7	-17	-2	-2

# An excerpt of these results, as labelled records:
CCOc1ccc(Br)cc1CC(=O)O
  Tn7 DDE FP: 0
  TCR-CD3 inh: 10
  PRMT1 inh: 2
  LEDGF integ inh: 0
  ABHD4 inh: 1
  TDP2 absorb: 3
  PG9 binder: 0.1
  HTRA1 inhibitor: 4
  SIAE primary: 6
  UHRF1 MBD2 ctr: 1

COc1ccc(NC(=O)c2cc(C3CCCCN3S(=O)(=O)c3cn(C)cn3)on2)c(C)c1 (configuration not stated)
  Tn7 DDE FP: 3
  TCR-CD3 inh: 11
  PRMT1 inh: 0
  LEDGF integ inh: 3
  ABHD4 inh: 2
  TDP2 absorb: -6
  PG9 binder: 1.3
  HTRA1 inhibitor: ·
  SIAE primary: -3
  UHRF1 MBD2 ctr: -1

COc1ccc(/C=C/C(=O)c2ccc(OC)cc2OC)cc1
  Tn7 DDE FP: 6
  TCR-CD3 inh: 5
  PRMT1 inh: 0
  LEDGF integ inh: 3
  ABHD4 inh: 6
  TDP2 absorb: -10
  PG9 binder: 0.7
  HTRA1 inhibitor: -17
  SIAE primary: -2
  UHRF1 MBD2 ctr: -2

# Next results
SMILES	Tn7 DDE FP	TCR-CD3 inh	PRMT1 inh	LEDGF integ inh	ABHD4 inh	TDP2 absorb	PG9 binder	HTRA1 inhibitor	SIAE primary	UHRF1 MBD2 ctr
CC(=O)Nc1nnc(-c2ccc3c(c2)CCCC3)o1	5	2	0	0	1	-8	-1.3	0	3	-1
CC(=O)Nc1cccc(-c2ccnc3c2CC(C(=O)NCc2ccc(N4CCN(C)CC4)cc2)O3)c1 (configuration not stated)	3	-3	-5	5	-2	-4	-0.5	·	-6	4
Cc1nnc(SCC(=O)Nc2ccc(C(N)=O)cc2)n1-c1ccccc1	-2	3	3	1	-5	13	2.3	-2	2	-2
O=C(O[C@H]1CC[C@@]23CCCN2C(=O)CCC[C@H]3C1)N1CCOCC1	0	·	2	-1	9	-5	·	·	-1	4
Cc1cc(C)cc(N(CC(=O)NCC2CCCO2)C(=O)CN2C(=O)COc3ccccc32)c1 (configuration not stated)	-3	-4	-1	2	-8	3	0.7	2	-3	0
CCn1cc(Br)c(C(=O)Nc2ccc(Cl)c(Cl)c2)n1	0	5	2	-3	-22	2	2.0	-62	-2	2
c1ccc2c(-c3cncc4ccccc34)cncc2c1	-4	-1	1	0	0	0	0.4	-7	-1	0
Cc1ccc(NC(=S)NCC2CCN(C(C)c3ccccc3)C2)cc1 (configuration not stated)	1	4	-1	0	3	14	1.6	-10	8	-1
Cn1c(SCC(=O)NCCN2C(=O)CSC2=O)nc2ccccc2c1=O	-3	0	0	0	-3	6	0.4	1	-4	-1
c1csc(-c2nnc(SCc3nc4ccccc4[nH]3)o2)c1	-9	·	-6	1	5	-2	·	·	-1	-3
COc1ccc(OC)c(NC(=O)COC(=O)CCNc2ccccc2OC)c1	2	-4	5	-2	-7	-4	1.2	-4	2	1
Cc1ccc(C)c(C2C(=O)c3ccccc3C2=O)c1	-3	4	2	1	12	-1	-5.4	2	-6	-1
Cc1cccc(N(C)S(=O)(=O)c2ccc3c(c2)C(C)(C)C(=O)N3C)c1	0	11	-1	3	6	5	8.0	0	1	3
COCCNC(=O)CCc1nnc(C2(c3ccc(Cl)cc3)CCC2)o1	0	6	1	0	5	-2	-0.2	7	-1	-3
O=C(COc1cccc(-n2cnnn2)c1)N1CCOCC1	-1	2	-2	6	1	-4	-4.6	16	8	-4
Cc1noc(C)c1CSc1ccccc1C(=O)N(C)CC(=O)Nc1cccc(F)c1	4	-5	7	-5	-4	8	1.6	-3	0	2
O=C(NC1CCCN(Cc2ccc(Cl)cc2)C1)c1c(F)cccc1F (configuration not stated)	-2	1	-5	-1	5	-5	-2.9	2	6	0
Cc1ccc(S(=O)(=O)Nc2ccc(Nc3nccn4c(-c5ccccc5Oc5ccccc5)cnc34)cc2)cc1	-2	-11	-4	1	-15	-5	-1.5	·	-9	0
CCCNC(=S)N1CCC(Cc2ccccc2)CC1	-1	9	-2	-3	-4	-9	-0.6	1	-7	-2
O=C(Nc1ccc2c(c1)CCC2)C1CCCO1 (configuration not stated)	-3	9	0	3	1	1	0.0	5	5	3
COc1ccc(NC(=O)CNC(c2ccccc2)c2ccccc2)cc1Cl	-4	1	-2	3	-23	3	0.2	-35	-6	-1
Cc1cccc(N(C(=O)c2csnn2)C(C(=O)NC2CCCC2)c2ccncc2)c1 (configuration not stated)	2	1	-2	-2	-2	0	0.1	-3	-5	2
Cc1cn([C@H]2C[C@H](O)[C@@H](CCC(=O)NCc3cccs3)O2)c(=O)[nH]c1=O	6	8	1	0	2	7	-1.4	·	-5	-2
CC(C)C[C@H]1CN([C@@H](CC(C)C)CN2CCC[C@@H]2CN2C(=O)C(=O)NC[C@@H]2Cc2ccccc2)C(=O)C(=O)N1CCc1ccccc1	4	4	1	0	11	-6	-0.6	-6	1	-3
CC(=O)NC(Cc1ccc(F)cc1)C(=O)NC1CCN(S(=O)(=O)c2ccccc2)CC1 (configuration not stated)	6	4	-3	4	-1	5	-2.1	-6	-2	1
CN1CCN2c3ccccc3CC(C#N)(C#N)C2C1 (configuration not stated)	-7	3	1	1	6	3	1.4	·	2	1
O=S1(=O)c2ccc(Br)cc2OC[C@H](Cc2ccccc2)N1Cc1cn(Cc2ccc(Br)cc2)nn1	0	·	2	-2	-2	-10	·	·	-6	-4
COc1cccc(NC(=O)Cn2cc(C(=O)C3CC3)c3ccccc32)c1	6	-10	-1	3	-15	9	0.8	-24	-1	-2
COc1ccc(OC)c(/C=N/NC(=O)c2ccc(=O)[nH]n2)c1	0	10	-4	2	-3	14	0.5	3	-1	-2
COc1ccc(N2CCN(C(=O)Nc3ccc(S(=O)(=O)N(C)C)cc3)CC2)cc1	-7	11	-3	2	3	-10	-1.7	-6	3	0
CCN(CC)CCNC(=O)CCc1n[nH]c(=O)c2ccccc12	9	-9	0	2	8	2	1.7	3	-4	0
COc1ccc(NS(=O)(=O)c2ccc(C)c(C(=O)N3CC(C)OC(C)C3)c2)cc1 (configuration not stated)	10	-16	4	-6	-15	-8	2.0	-1	-2	3
CC(=O)c1cccc(CN2CCN(CCC(C)C)C(CCO)C2)c1 (configuration not stated)	2	17	1	-3	-3	-4	-0.5	-3	-2	-1
COCc1cc(C)nc(SCC(=O)NCC2CCCO2)c1C#N (configuration not stated)	-2	3	1	2	0	14	-2.5	2	10	-2
